# ERAP1 inh: blocks human ERAP1 aminopeptidase activity | Q9NZ08 | recombinant ERAP1, Leu-AMC fluorescence, 60 min | inhibition, % at 10.7 µM | actives 0.15% (n = 340,000) | AID 652197;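 active = mean replicate inhibition of at least 30%, or all replicates individually reaching that 30% level; inactive = mean below 30% and not every replicate reaching it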;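 note: 0% = neutral control wells and 100% = L-leucinethiol positive control wells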
# Target sequence (Q9NZ08 whole entry, looked up): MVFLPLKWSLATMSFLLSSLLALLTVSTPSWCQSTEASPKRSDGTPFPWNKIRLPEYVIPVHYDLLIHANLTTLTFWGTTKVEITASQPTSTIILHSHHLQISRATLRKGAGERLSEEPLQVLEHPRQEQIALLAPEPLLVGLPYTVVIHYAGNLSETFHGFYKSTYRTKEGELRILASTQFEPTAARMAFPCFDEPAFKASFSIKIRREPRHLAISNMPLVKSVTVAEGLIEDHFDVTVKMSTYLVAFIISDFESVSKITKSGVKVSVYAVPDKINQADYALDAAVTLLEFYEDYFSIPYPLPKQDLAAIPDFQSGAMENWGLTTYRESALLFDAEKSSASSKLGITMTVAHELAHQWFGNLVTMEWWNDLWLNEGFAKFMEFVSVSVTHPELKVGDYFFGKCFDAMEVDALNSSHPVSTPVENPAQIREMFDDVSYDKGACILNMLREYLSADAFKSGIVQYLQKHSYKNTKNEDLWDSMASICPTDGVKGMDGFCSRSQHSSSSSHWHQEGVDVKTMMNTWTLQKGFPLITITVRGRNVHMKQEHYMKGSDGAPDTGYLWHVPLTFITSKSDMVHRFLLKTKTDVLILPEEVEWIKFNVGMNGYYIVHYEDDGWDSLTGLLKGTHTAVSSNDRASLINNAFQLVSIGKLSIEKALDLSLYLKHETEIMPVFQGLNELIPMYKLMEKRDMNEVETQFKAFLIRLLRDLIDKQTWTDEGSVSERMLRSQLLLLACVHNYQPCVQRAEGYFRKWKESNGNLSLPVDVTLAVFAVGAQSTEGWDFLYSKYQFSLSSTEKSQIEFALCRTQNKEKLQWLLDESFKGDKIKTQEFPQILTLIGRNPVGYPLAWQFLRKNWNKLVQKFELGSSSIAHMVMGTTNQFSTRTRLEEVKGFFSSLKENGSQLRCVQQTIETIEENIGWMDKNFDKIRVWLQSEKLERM
# S100A4 inh HTS: blocks human S100A4 binding to myosin IIA peptide; actives 0.14% (n = 360,000); inhibition, % at 10.7 µM; S100A4/TAMRA-MyoIIA peptide fluorescence polarization;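 active = mean inhibition of at least 70% across replicates, with every replicate also reaching that level; inconclusive = mean inhibition reaches 70% but some replicates fall short; inactive = mean inhibition below 70%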
# Target sequence (P26447 whole entry, looked up): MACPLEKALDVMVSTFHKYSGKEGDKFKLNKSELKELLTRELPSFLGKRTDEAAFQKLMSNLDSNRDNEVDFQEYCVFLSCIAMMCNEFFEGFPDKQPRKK
#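 incubation = readout 5 min after mixing, signal stable up to 60 min | system = S100A4 monomer protein | buffer or medium = HEPES pH 7.2 with CaCl2, KCl, NaCl, DTT, Triton | benchmarks = neutral control DMSO, positive control TFP | also added = fluorescent myosin IIA peptide, 5 nM | compound dosing = one concentration per compound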
# LGR2 antag: inhibitors of bursicon-induced Drosophila LGR2 receptor cAMP signaling; HEK293 LGR2, CRE-luciferase, bursicon-stimulated, 4 h; inhibition, % at 9.99 µM; actives 0.35% (n = 380,000); AID 720647;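 active = drop in luminescence signal, shown as inhibition above about 50% in the replicate tests, limit read from the data, passing the limit was not always enough; inconclusive = probably only some replicates passing the limit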;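 note: agonist challenge used bursicon conditioned medium at about half maximal strength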
# Xi reactivation: X-chromosome reactivation activator; XiGFP mouse fibroblasts, % GFP-positive cells imaging, 3 d; cells co-treated with 5-aza-dC sensitizer; scaled so ellipticine positive control = 100%; activation, % at 7.58 µM; actives 0.055% (n = 360,000);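 active = mean normalized replicate activation at least 10% and every replicate at or above 10%; inconclusive = only one of the two criteria met; inactive = mean below 10% and not all replicates reach 10%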;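 note: 0% = median of on-plate neutral control wells and 100% = ellipticine 6 µM median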
#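 System: 68-5-11 XiGFP fibroblast line | Buffer or medium: DMEM containing 5-aza-dC | Compound: Single point | Times: Compounds 3 days, fix/stain 15 min at room temperature | Benchmarks: Positive control ellipticine, 6 µM final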
# PGC1a acetyl inh: PGC1a acetylation modulation, inhibitor mode; AID 651687; inhibition, % at 15.6 µM; U2OS PGC1a acetylation, AlphaScreen anti-acetyl-lysine; with virally co-expressed GCN5 acetyltransferase; actives 0.17% (n = 350,000);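 active = every replicate shows inhibition of at least 40%; inconclusive = mean inhibition at least 40% but some replicate below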;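 note: 0% = neutral control wells and 100% = positive control wells; some results beyond the cut were filed as inactive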
# SIRT5 inh: blocks human SIRT5 desuccinylation of peptide | Purified SirT5, succinyl-peptide AMC, trypsin-coupled fluorescence | inhibition, % at 15 µM | actives 1.1% (n = 330,000); in the data active = inhibition above about 15%; inconclusive = no clear call, values can overlap the other calls
# Cneo AK release: causes C. neoformans cell lysis; lysis activity, % at 15 µM; adenylate kinase release luminescence, 4 h; normalised: neutral wells 0, clomiphene wells 100; actives 0.2% (n = 360,000);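 active = mean lysis activity across replicates of at least 80%, whatever share of replicates individually reach that level; inactive = mean lysis activity below 80%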
#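 Assay system: C. neoformans cells. Amount: yeast cell density of 5 × 10^6 cells/mL. Technique: AK luminescence. Buffer or medium: YPD. Times: static 4 h at 37 °C with compound, 1 h detection. Dosing: single-point compound dose. Read-out: lysis from increased AK signal.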
# C2C12 statin: suppressors of simvastatin-induced myotoxicity in C2C12 myotubes | ATP luminescence, 48 h; scaled: DMSO 0, geranylgeraniol control 100 | rescue of ATP level, % at 7.49 µM | actives 0.78% (n = 330,000) | AID 602340;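 active = mean ATP rescue above about 67%, or every replicate alone reaching that limit, limit read from the data, passing the limit was not always enough; inconclusive = no clear call, values can overlap the other calls; inactive = mean under the limit and some replicate under it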;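 note: myotubes were challenged with 10 µM simvastatin during compound exposure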
# Starred values were filed as active, the others as inactive; ? = inconclusive; nt = not tested or not shown; & = joins results of further samples. These rows are one share of the data (hit frequency here may not be typical).
SMILES,ERAP1 inh,S100A4 inh HTS,LGR2 antag,Xi reactivation,PGC1a acetyl inh,SIRT5 inh,Cneo AK release,C2C12 statin
O=C(N/N=C/c1ccc[nH]1)c1ccccc1OCc1ccccc1Cl,5,-4,10,0.0,-17,-1,nt,nt
CCCc1cn(CC[C@@H]2CC[C@@H](NC(=O)C3CCOCC3)[C@H](CO)O2)nn1,3,0,2,0.2,-7,-2,9,3
O=C(Nc1nnc(-c2cc(Cl)ccc2Cl)o1)C1=COCCO1,1,-7,-11,0.2,nt,-3,nt,nt
O=C(CC1Sc2ccccc2NC1=O)NCc1ccccc1 (centres undefined),nt,0,-7,nt,-1,-2,-1,4
OC[C@@H]1[C@@H](c2ccc(-c3cccnc3)cc2)[C@H]2CN(CC3CCOCC3)CCCCN12,-1,7,nt,nt,4,-3,-3,nt
C[C@H]1CN([C@@H](C)CO)C(=O)c2c(c3ccccc3n2C)-c2ccccc2CO[C@@H]1CN(C)C(=O)[C@H]1CCCN1C,4,-7,2,0.5,2,5,0,nt
Brc1ccc(C2=Nn3c(Cn4nnc5ccccc54)nnc3SC2)cc1,nt,9,-1,0.0,-6,-4,3,7
CCCCCC/C=N/Nc1nnc(Cc2ccc(OC)c(OC)c2)c(=O)[nH]1,-2,-6,8,0.0,nt,1,2,-15
Cc1cccc(OCC(=O)N(Cc2ccc(F)cc2)C2CCS(=O)(=O)C2)c1C (centres undefined),0,15,-1,0.1,0,0,3,8
Cc1c(/C=N/Nc2ccc(C(=O)O)cc2)c2ccccc2n1C,-2,-10,-17,0.0,1,1,7,-18
C[C@@H]1CN([C@H](C)CO)C(=O)c2cc(Br)cnc2O[C@@H]1CN(C)Cc1cncnc1,-4&-2,4&-1,-1&-4,-0.1&0.0,9,-1,0&1,-5&6
CC(C)Cn1c(N)c(C(=O)COC(=O)c2cccc(F)c2)c(=O)n(C)c1=O,0,-5,8,0.5,nt,-1,nt,nt
C=C(C)c1cccc(C(C)(C)NC(=O)N2CCN(c3ccccc3OC)CC2)c1,-3,3,-6,-0.1,-4,-6,nt,5
CC(=O)Oc1cc(C(C)C)c(OCCN(C)C)cc1C,-6,-4,-15,0.2,9,-5,2,0
COc1ccc(C(=O)OCC(=O)NC(=O)NC2CCCC2)cc1OC,2,-7,-4,0.2,-1,-1,4,9
Cc1ccc2cccc(Oc3ncnc4scc(-c5ccccc5)c34)c2n1,0,1,16,0.2,-4,-3,1,2
C[C@H]1CN([C@@H](C)CO)S(=O)(=O)c2ccc(-c3ccncc3)cc2O[C@@H]1CN(C)C(=O)C1CCC1,nt,nt,-5,-1.0,4,nt,nt,-13
CCc1nc2ccccc2c(=O)n1/N=C/c1ccc(OC)cc1,nt,-3,15,0.1,nt,nt,nt,-4
Cc1cccc(C2Nc3ccccc3C(=O)N2c2ccccc2)n1 (centres undefined),3,-4,-7,nt,4,-15,1,37
CCOC(=O)c1c(NC(=O)C[n+]2ccc(Cc3ccccc3)cc2)sc(C)c1C,15,-3,30,0.1,-3,-5,nt,nt
CC1(C)C(=O)Nc2ccccc2N1C(=O)COC(=O)CSc1ccc(F)cc1,-3,-4,2,-0.1,4,14,1,10
CCOC(=O)C1NN=C(C(=O)c2ccccc2)C1c1ccccc1 (centres undefined),-2,1,-13,0.0,nt,-3,nt,nt
CCCN(C)C[C@H]1OCCCC[C@@H](C)Oc2ccc(NC(=O)Cc3ccccc3)cc2C(=O)N([C@H](C)CO)C[C@H]1C,1,11,-13,0.1,13,11,0,-17
Cc1cccc(-c2ccc([C@H]3[C@@H](CO)N4CCCCN(S(=O)(=O)c5ccccc5F)C[C@H]34)cc2)c1,nt,nt,4,0.0,-5,nt,28,-9
COc1ccc(N2CCN(S(=O)(=O)CCNC(=O)COc3cccc(OC)c3)CC2)cc1,1,-2,-3,0.0,-6,-4,-2,10
# (list continues)
SMILES,ERAP1 inh,S100A4 inh HTS,LGR2 antag,Xi reactivation,PGC1a acetyl inh,SIRT5 inh,Cneo AK release,C2C12 statin
CC1(Cc2ccccc2C#N)C(=O)Nc2ccc(-c3ccccc3)cc21 (centres undefined),-2,5,3,-0.1,4,-5,-6,11
NS(=O)(=O)c1ccc(NC(=O)NC2CC(=O)N(c3ccc4c(c3)OCCO4)C2)cc1 (centres undefined),2,0,-9,0.0,nt,1,nt,nt
O=C(Nc1ccccc1F)N1C[C@H]2[C@@H](c3ccccc31)[C@@H](CO)N2C(=O)c1ccc(F)cc1,-2,1,12,0.3,1,-12,0,-9
COc1ccc(C(=O)Nc2cccnc2Sc2ccc(Cl)cc2)cc1,0,-1,-21,0.1,1,0,0,nt
CSCC[C@H](NC(=O)N1CCn2c1nc1ccccc12)C(=O)NCc1ccc(F)cc1,-3,-3,-1,0.0,-6,-4,-3,2
CN(C(=O)c1ccccc1)c1nccnc1C#N,-6,-14,-2,0.3,nt,-5,0,4
Cc1ccccc1-n1nnnc1SCc1cc(=O)n2ccsc2n1,nt,14,1,nt,-1,1,-1,8
CN(C)c1ccc(C2(c3ccc(N(C)C)cc3)OC(=O)c3cc(N)ccc32)cc1,5,2,4,0.0,4,-3,-1,9
Cc1c(N)c(=O)n(-c2ccccc2)n1C,-2,-3,-2,0.0,14,-4,-1,4
CC[N+](CC)(CC)CCOc1ccc(/C=C/c2ccccc2)cc1,6,2,16,1.3,-12,0,-1,-126
CCCNC(=O)N1[C@H](CO)[C@H]2c3ccccc3N(C(=O)Nc3ccccc3)C[C@H]21,nt,nt,-6,0.0,2,nt,nt,30
CC(C)C(=O)NS(=O)(=O)c1ccc(NS(C)(=O)=O)cc1,1,0,4,0.1,10,-5,nt,nt
COc1ccc(S(=O)(=O)N(C)C)cc1NC(=O)CSc1ncccn1,0,3,18,0.3,-11,-2,-1,-4
COc1ccc(NC(=O)c2ccc3c(c2)OCO3)cc1S(=O)(=O)N1CCOCC1,-2,-2,-7,-0.4,nt,0,1,-4
CCNC(=O)C[C@@H]1CC[C@@H](NC(=O)NC2CCCCC2)[C@H](CO)O1,2,17,4,0.0,1,1,-3,-1
CC(C)(C)c1ccc(NC(=O)C2=CN3CCS(=O)(=O)N=C3C=C2)cc1,4,-1,11,0.1,6,-5,1,-11
COc1ccc(-c2cc(=O)oc3c(C)c(OCC(=O)NCC4CCC(C(=O)O)CC4)ccc23)cc1 (centres undefined),9,-4,-13,nt,2,2,5,1
N#Cc1cccc(-c2ccc(C3[C@H]4CNC[C@@H]3N4Cc3cccc(F)c3)cc2)c1 (some centres undefined),2&1,-32&-6,-3&12,0.0&0.0,3&-1,2&0,nt,nt
COc1ccc(C(=O)/C=C/c2cccc(OCc3ccccc3)c2)cc1CSCC(=O)O,-57,-2,-1,0.0,6,4,2,-3
CSc1n[nH]c(=O)n1C1CCCCC1,nt,-1,24,0.2,6,3,-2,-9
C[C@H](CO)N1C[C@H](C)[C@H](CN(C)Cc2ccccc2)Oc2ncc(-c3ccccc3F)cc2C1=O,1,6,-1,-0.2,7,-2,5,-31
C[C@@H]1CCCCO[C@H](CN(C)Cc2ccc(Cl)c(Cl)c2)[C@H](C)CN([C@@H](C)CO)C(=O)c2cc(NC(=O)Nc3ccc(C(F)(F)F)cc3)ccc2O1,2,-4,-4,-0.2,0,2,1,-6
CC(=O)NC1C(Oc2ccc(C=O)cc2)OC(COC(C)=O)C(OC(C)=O)C1OC(C)=O (centres undefined),7,16,23,0.1,9,-4,nt,nt
CSc1ccccc1C(=O)Nc1ccc(S(=O)(=O)NC2=NCCCCC2)cc1,1,-6,-10,0.0,-6,-3,1,0
CCOC(=O)/C(=N/Nc1ccccc1OC)N1CCCc2ccccc21,3,-2,nt,0.1,0,-1,nt,nt

# Whole records, quoted from the list. Screens in order: ERAP1 inh | S100A4 inh HTS | LGR2 antag | Xi reactivation | PGC1a acetyl inh | SIRT5 inh | Cneo AK release | C2C12 statin
# Profile of COc1ccc(NC(=O)c2ccc3c(c2)OCO3)cc1S(=O)(=O)N1CCOCC1 = -2 | -2 | -7 | -0.4 | nt | 0 | 1 | -4
# Profile of Cc1c(N)c(=O)n(-c2ccccc2)n1C = -2 | -3 | -2 | 0.0 | 14 | -4 | -1 | 4
# Profile of CCNC(=O)C[C@@H]1CC[C@@H](NC(=O)NC2CCCCC2)[C@H](CO)O1 = 2 | 17 | 4 | 0.0 | 1 | 1 | -3 | -1
# Profile of CCOC(=O)/C(=N/Nc1ccccc1OC)N1CCCc2ccccc21 = 3 | -2 | nt | 0.1 | 0 | -1 | nt | nt

# (cont.)
SMILES,ERAP1 inh,S100A4 inh HTS,LGR2 antag,Xi reactivation,PGC1a acetyl inh,SIRT5 inh,Cneo AK release,C2C12 statin
CO[C@H]1CN(C)C(=O)c2cc(NC(=O)C3CCC3)ccc2OC[C@H](C)NC[C@@H]1C,-1,-5,15,-0.4,nt,-4,-1,6
CC(C)NC(=O)Nc1ccc2c(c1)CC(=O)N([C@@H](C)CO)C[C@@H](C)[C@@H](CN(C)C(=O)Nc1cccc3ccccc13)O2,0,2,-3,-1.0,3,-2,5,53
O=C(CN1CCN(S(=O)(=O)c2ccc(F)c(Cl)c2)CC1)N1CCc2ccccc2C1,-6,-4,12,0.0,nt,-1,0,5
COCCNC(=O)c1oc2ccc3c(c2c1C)C(O)CC(C)(C)O3 (centres undefined),-1,1,-20,0.2,3,-9,0,0
O=C(CSc1ccccn1)Nc1ccc2c(c1)OCCO2,-2,1,nt,0.0,nt,1,-9,5
C[C@H](CO)N1C[C@H](C)[C@@H](CN(C)Cc2ccc(C(=O)Nc3ccccc3N)cc2)Oc2c(NC(=O)C3CCCCC3)cccc2C1=O,-1,?,6,0.2&-0.2,0,nt,9,-24
Cc1ccc(C)c2[nH]c(=O)c(CCNS(=O)(=O)c3ccccc3)cc12,5,-7,13,0.0,6,0,0,nt
Cc1cc2c(cc1S(=O)(=O)NCc1ccc(Cl)cc1)OCC(=O)N2,0,-4,2,1.1,-6,1,0,2
Cc1ccnc(NC(=O)CNC(=O)C23CC4CC(CC(C4)C2)C3)c1,-4,-1,4,0.0,0,-2,1,-2
CNS(=O)(=O)c1ccc(C(=O)NCC(=O)NC(C)c2cccs2)cc1 (centres undefined),2,-1,1,0.0,3,-5,1,-12
CC(C)CC(N)c1csc(Nc2cc(Oc3ccccc3)ncn2)n1 (centres undefined),3,-3,25,-0.1,nt,1,3,14
COCCC(=O)N1CCC(Oc2ccc(C(=O)NC3CCCCC3)cc2)CC1,-2,7,-1,0.0,-1,1,-1,5
CN(C)C(=O)c1cccc(-c2ccc3c(c2)[C@H]2[C@H](CCN2C(=O)Cc2ccccn2)[C@H](CO)N3C)c1,nt,nt,4,0.0,-6,nt,-24,-13
CC1=C([N+](=O)[O-])C(c2ccc(Cl)cc2)NC(=O)N1C (centres undefined),1,-4,-4,0.0,15,-3,3,8
CCCCC(=O)Nc1cc(OC)c(NC(=S)Nc2ccc(OC)cc2)cc1OC,1,-10,-1,0.1,6,-1,1,-2
Cc1ccc(/C=N/NC(=O)c2cc(C3CC3)nc3ccccc23)o1,3,6,-13,0.0,-7,-1,3,10
C[C@H](CO)N1C[C@H](C)[C@@H](CN(C)CC2CC2)Oc2c(NS(=O)(=O)c3ccc(Cl)cc3)cccc2C1=O,nt,-1,-1,0.1,-2,-6,1,-20

# High-throughput results from PubChem.
